TRPV1 ag: HTS Assay for Compounds that Act as Agonists of the Vanilloid Receptor 1; TRPV1-expressing cells, Fluo-8 calcium influx, agonist mode; activation, % at 8.33 µM; 320,000 tested, 0.19% active; AID 540275, 2011; in the data active = activation above about 80%; inconclusive = between about 30% and that limit; also: 0% is about no effect
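TRPV1-expressing cells were cultured overnight at 35.5C and loaded with Fluo-8 calcium dye for 40 to 90 min at room temperature. After a 10 s baseline, compound was added and calcium influx was read kinetically for 3 min (ex 480/em 520 nm).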
Coupling enz: qHTS Assay for Inhibitors of Fructose-1,6-bisphosphate Aldolase from Giardia Lamblia: Coupling assay counterscreen; activity change, negative = inhibition, % at 58.2 µM, hits read low; AID 2472, 2010; 290,000 tested, 0.67% active; coupling enzyme system counterscreen, AmpLite Red fluorescence; in the data active = activity change below about -30%; also: % is scaled to controls: 0 for no effect and ±100 for the full control effect
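Counterscreen lacking aldolase: glyceraldehyde-3-phosphate coupling-enzyme reagent preincubated 10 min at RT with compound (at 57.5 uM final), then substrate/coupling system with AmpLite Red added; fluorescence read at 525/598 nm after 20 min RT.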
Giardia killer: Small Molecules that selectively kill Giardia lamblia: qHTS; activity change, % at 7.66 µM, hits read low; 340,000 tested, 0.15% active; Giardia lamblia trophozoite viability; in the data active = activity change below about -80%; inconclusive = between about -30% and that limit;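 also: parasites exposed to compound for two days anaerobically before the ATP read; % is scaled to controls: 0 for no effect and ±100 for the full control effect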
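Each well holds 100 Giardia trophozoites and compound. After two days (48 hrs) at 37 deg C in anaerobic conditions, ATP is quantified by luminescence.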
PKM2 act: qHTS Assay for Activators of Human Muscle isoform 2 Pyruvate Kinase; Pyruvate kinase PKM (Homo sapiens), P14618; purified PKM2, Kinase-Glo ATP luminescence, activation; response scale: 0% is enzyme alone, no compound; Potency, µM (titrated, usually from 57.5 µM), inactives show top-dose activation, usual class: activators; 260,000 tested, 0.34% active; also: potency is read from the fitted curve at half-maximal effect; % is scaled to controls: 0 for no effect and ±100 for the full control effect; nearly all actives have a fitted effect of over 55% in size
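ATP formation by purified human PK-M2, quantified via coupled luciferase luminescence after 1 h at room temperature with 0.1 mM ADP and 0.5 mM PEP final.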
KCNH2 3.1 block: qHTS for Inhibitors of KCHN2 3.1: Mutant qHTS; U2OS KCNH2 3.1, thallium flux FluxOr; active compounds read low; activity change, % (tested at about 1.8 µM); AID 720553, 2013; Potassium voltage-gated channel subfamily H member 2, brain isoform KCNH2 3.1 (human); 340,000 tested, 0.95% active;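 active = maximum activity change below -70%; inconclusive = maximum activity change from -70% to -50%; inactive = maximum activity change above -50%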;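 also: thallium influx rate constant from kinetic fluorescence after stimulation buffer; % is scaled to controls: 0 for no effect and ±100 for the full control effect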
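Thallium flux read-out: FluxOr dye with Red40 quencher in HBSS/HEPES, 45 min at RT. Rate constants from kinetic reads were normalized to positive and negative DMSO controls. Cells: U2OS virally expressing the 3.1 isoform.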
GALK inhibitor: qHTS Assay for Inhibitors of Human Galactokinase (GALK); P51570; Purified GALK, Kinase-Glo residual ATP luminescence; Potency, µM (titrated, usually from 57.5 µM), without a hit: at the highest dose activity change, negative = inhibition, hits mostly inhibitors; 270,000 tested, 0.007% active; also: potency is read from the fitted curve at half-maximal effect; % is scaled to controls: 0 for no effect and ±100 for the full control effect
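5 nM enzyme, 35 uM ATP, 100 uM galactose, 20 mM HEPES pH8.0, 5 mM MgCl2; 1 h RT; residual ATP by Kinase-Glo Plus luminescence, qHTS format.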
MLL CXXC-DNA inh: qHTS Fluorescence Polarization Assay for Inhibitors of MLL CXXC domain - DNA interaction; MLL-CXXC / FITC-HOXA9 DNA fluorescence polarization; Histone-lysine N-methyltransferase 2A (Homo sapiens), Q03164; Potency, µM (top dose mostly 115 µM), for the others: at the top dose activity change, negative = inhibition, most hits filed as inhibitors; 290,000 tested, 0.037% active; AID 2662, 2010; active = well fitted inhibition curve with a large enough effect in the polarisation, with a control signal flat, not every such curve was filed as active; inconclusive = small, poorly fitted or top-dose-only effect, or effect the other way, or a change in a side signal; inactive = no such curve, though single readings can be large or run the other way; the % refers to the polarisation; also: potency is read from the fitted curve at half-maximal effect
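Steps: dispense CXXC domain solution (7 uM) → pin compounds or unlabeled HOX-A9 DNA control → 5 min ambient → add FLSN-HOX-A9 solution (50 nM) → spin → 30 min ambient → fluorescence polarization. Tris pH 7.5/NaCl/DTT/BSA buffer.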
Menin MLL FP TR: qHTS Assay for Inhibitors Targeting the Menin-MLL Interaction in MLL Related Leukemias: Competition With Texas Red Labeled MLL-derived Mutant Peptide. Menin + Texas Red MLL mutant peptide, fluorescence polarization. Potency, µM (series often up to 61.6 µM), for inactives: at the highest dose FP activity change, negative = inhibition, actives largely listed as inhibitors. 270,000 tested, 0.23% active. AID 1768, 2009; active = well fitted inhibition curve with a large enough effect in the polarisation, with a control signal flat, not every such curve was filed as active; inconclusive = small, poorly fitted or top-dose-only effect, or effect the other way, or a change in a side signal; inactive = no such curve, though single readings can be large or run the other way; the % refers to the polarisation; also: potency is read from the fitted curve at half-maximal effect; % of control where 0% means no effect; many of its hits are not listed in these tables
B2AR arrestin: qHTS assay of beta-arrestin-biased ligands of beta2-adrenergic receptor | Potency, µM (doses to about 46.1 µM), for the others: top-dose activation, actives largely listed as activators | AID 492947, 2010 | 330,000 tested, 0.02% active | Beta-2 adrenergic receptor (Homo sapiens), P07550 | beta-arrestin recruitment to beta2AR, cell-based reporter;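 also: potency is read from the fitted curve at half-maximal effect; 0% = DMSO controls and full agonism = EC100 isoproterenol or metaproterenol; nearly all actives have a fitted effect of over 65% in size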
USP2a block: qHTS Assay for Inhibitors of Ubiquitin-specific Protease USP2a Using CHOP2 as the Reporter; Ubiquitin carboxyl-terminal hydrolase 2 (Homo sapiens), O75604; Potency, µM (top dose mostly 38.3 µM), inactives show at the highest dose activity change, negative = inhibition, usual class: inhibitors; 330,000 tested, 0.01% active; AID 463254, 2010; USP2 core, Ub-CHOP2 coupled fluorogenic reporter, 485/531;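 also: potency is read from the fitted curve at half-maximal effect; plate controls were DMSO wells for no effect and full inhibition by NEM control for full effect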
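Deubiquitinase activity read as fluorescence (485/531 nm) after Ub-CHOP2 cleavage activates the enterokinase reporter on its substrate; USP2 core 10nM, Ub-CHOP2 and substrate 25nM each, 30min compound preincubation then 60min RT; data normalized to NEM, curves fitted.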
KCNH2 WT inh: qHTS for Inhibitors of KCHN2 3.1: Wildtype qHTS; U2OS, BacMam KCNH2, thallium flux FluxOr; active compounds read low; activity change, % at 1.84 µM; 340,000 tested, 0.37% active;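 active = maximum activity change below -70%; inconclusive = maximum activity change between -70% and -50%; inactive = maximum activity change above -50%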; also: % is scaled to controls: 0 for no effect and ±100 for the full control effect
Target sequence (Q12809 whole entry, looked up): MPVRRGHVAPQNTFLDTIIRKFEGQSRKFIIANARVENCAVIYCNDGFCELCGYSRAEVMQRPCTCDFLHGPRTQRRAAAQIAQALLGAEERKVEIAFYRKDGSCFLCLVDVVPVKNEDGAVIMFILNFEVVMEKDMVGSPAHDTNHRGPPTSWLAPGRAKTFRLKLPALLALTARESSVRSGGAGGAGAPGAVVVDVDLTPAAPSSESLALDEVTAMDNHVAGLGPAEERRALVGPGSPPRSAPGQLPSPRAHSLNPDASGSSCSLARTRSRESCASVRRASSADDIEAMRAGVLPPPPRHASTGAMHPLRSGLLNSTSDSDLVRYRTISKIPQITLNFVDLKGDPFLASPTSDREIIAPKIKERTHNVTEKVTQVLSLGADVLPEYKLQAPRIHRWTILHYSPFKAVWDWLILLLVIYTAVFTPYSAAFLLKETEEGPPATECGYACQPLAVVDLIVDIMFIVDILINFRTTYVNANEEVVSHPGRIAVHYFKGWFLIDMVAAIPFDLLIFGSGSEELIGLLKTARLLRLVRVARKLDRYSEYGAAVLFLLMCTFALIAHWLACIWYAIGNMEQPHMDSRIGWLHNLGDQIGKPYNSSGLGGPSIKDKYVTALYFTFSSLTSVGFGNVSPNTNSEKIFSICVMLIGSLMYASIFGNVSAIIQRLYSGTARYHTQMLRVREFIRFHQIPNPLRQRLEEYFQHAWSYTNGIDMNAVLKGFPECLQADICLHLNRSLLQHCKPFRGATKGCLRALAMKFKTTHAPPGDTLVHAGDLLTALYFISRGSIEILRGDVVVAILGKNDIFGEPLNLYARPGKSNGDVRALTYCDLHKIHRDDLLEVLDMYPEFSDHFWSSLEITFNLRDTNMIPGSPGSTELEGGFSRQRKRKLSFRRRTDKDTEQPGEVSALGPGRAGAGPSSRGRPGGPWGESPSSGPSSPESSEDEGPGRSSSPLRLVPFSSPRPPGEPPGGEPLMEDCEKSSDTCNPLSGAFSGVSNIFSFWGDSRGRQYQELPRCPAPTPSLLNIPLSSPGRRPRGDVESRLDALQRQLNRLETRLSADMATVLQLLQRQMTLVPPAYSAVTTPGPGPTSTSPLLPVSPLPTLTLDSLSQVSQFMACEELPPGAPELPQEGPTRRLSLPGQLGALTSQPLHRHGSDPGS
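U2OS cells transduced with wild-type KCNH2 virus are loaded with FluxOr dye for 45 min, and thallium flux is measured in kinetic reads before and after stimulation buffer. Rate constants are normalized to DMSO controls.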
The depositor's hits bear a star; i = inactive; ? = inconclusive; . = not tested or not shown; [ ] = dose if it differs, or a comment. Unless noted, calls follow the shape of the dose curve; as a rule, active = well fitted curve in the direction sought with a large enough effect; inconclusive = small, poorly fitted or top-dose-only effect, or another doubt; inactive = no such curve, though single readings can be large; an effect the other way counts as inactive or inconclusive. An excerpt (hit frequency here may not be typical).

SMILES	TRPV1 ag	Coupling enz	Giardia killer	PKM2 act	KCNH2 3.1 block	GALK inhibitor	MLL CXXC-DNA inh	Menin MLL FP TR	B2AR arrestin	USP2a block	KCNH2 WT inh
CC(C)(NC(=O)c1ccccc1)c1nc2ccccc2s1	1	.	17	.	0	.	.	.	-0.2%	0%	6
O=C(O)CC(CC(=O)Nc1ccc(Oc2ccccc2)cc1)c1ccccc1 (stereo not given)	2	9	14	1%	3	.	0%	.	-0.2%	4%	-5
CCCCN(C(=O)C1=COCCO1)c1c(N)n(CCCC)c(=O)[nH]c1=O	0	.	0	.	-10	.	.	.	-0.2%	4%	3
O=C(COC(=O)CCC(=O)c1cccs1)Nc1cc(S(=O)(=O)N2CCOCC2)ccc1Cl	-2	0	3	3%	-8	-3%	7%	-1%	-0.2%	7%	3
Cc1nnc(SCC(=O)N(C)C2CCCCC2)n1C	1	.	-14	.	1	.	.	.	0.4%	3%	1
CCOc1ccc(CN(C)CC(=O)c2c(N)n(Cc3ccccc3)c(=O)n(CC)c2=O)cc1OC	-1	1	14	5%	-101*	3%	4%	-29%	.	.	-117*
Cc1[nH][nH]c(=O)c1N=Nc1ccc(F)cc1	?	-1	-1	.	-16	-5%	3%	-17%	0.4%	-1%	4
COc1ccc(Cl)cc1NC(=O)CN(C)C(=O)c1ccc2c(c1)OCCO2	7	.	0	.	14	.	.	.	0.5%	3%	-25
NC(=O)c1ccc(N2CCCCCC2)c([N+](=O)[O-])c1	-8	3	0	?	4	-2%	11%	-10%	-0.1%	-1%	i
O=C1Nc2ccc([N+](=O)[O-])cc2OC1CCN1CCOCC1 (stereo not given)	1	2	-5	2%	3	-2%	-5%	3%	-0.3%	3%	9
COc1cc(C(=S)N2CCCC2)ccc1OC(=O)c1ccc(Cl)cc1[N+](=O)[O-]	-2	-4	-20	3%	3	.	1%	20%	0.4%	3%	-14
O=C(CNc1cccc(S(=O)(=O)N2CCOCC2)c1)Nc1ccc(C(F)(F)F)cc1	6	.	-9	.	-5	.	.	.	-0.2%	1%	-7
Cc1cccc(NC(=S)NNC(=O)c2csc3c2CCC(C)C3)c1 (stereo not given)	6	9	14	0%	1	-3%	-1%	.	0.0%	3%	-2
CCC1Oc2ccc(C)cc2N(CC(=O)NCCCN2CCCCC2C)C1=O (stereo not given)	-2	-1	8	0%	25	-1%	2%	?	0.4%	2%	1
Cc1c2c(n3c(nc4ccccc43)c1C#N)N(CCCN(C)C)CC2	-1	0	20	-4%	?	5%	-17%	-15%	-0.8%	0%	?
COC(=O)/C=C/c1cnc[nH]1	-1	0	-3	1%	-20	.	14%	?	-0.8%	-1%	11
Nc1nnc(SCC(=O)c2ccc([N+](=O)[O-])cc2)s1	1	1	-7	18%	-15	5%	-3%	5%	0.0%	2%	-7
CCn1c(=O)[nH]c(=O)c2c(N)c(C(=O)c3ccccc3OC)sc21	1	-2	11	-7%	-17	0%	7%	-2%	-0.4%	3%	-16
Cc1ccc(S(=O)(=O)CCC(=O)OCc2ccccc2)cc1	28	2	-3	1%	5	2%	1%	-14%	-0.1%	0%	-3
CCOC(=O)C1(CC/C(C)=N\NC(N)=O)CC(C)(C)OC1=O (stereo not given)	1	4	-12	-2%	-8	.	0%	-13%	-0.2%	0%	1
O=C(COC(=O)c1c(F)cccc1F)Nc1ccc(N2CCCCC2)cc1	.	.	5	.	12	.	.	.	0.1%	4%	5
O=C(Nc1ccc(N2CCN(C(=O)c3ccccc3)CC2)cc1)c1ccc(Br)o1	16	-2	7	-1%	-11	3%	-6%	2%	0.2%	2%	1
CC(=O)c1cccc(NC(=O)Nc2ccc(C(=O)N3CCOCC3)cc2)c1	2	-3	-11	-12%	-6	-1%	-15%	2%	-0.4%	2%	6
NC(=O)C1(N2CCCCC2)CCN(C(=O)c2ccccc2)CC1	0	-1	1	1%	-3	3%	-1%	-2%	0.1%	2%	-3
COC(=O)c1cc(Cl)cc2c(CCO)c[nH]c12	.	.	5	.	3	.	.	.	0.0%	3%	1
CC(=O)Nc1ccc(NC(=O)c2ccc(S(=O)(=O)N(C)c3ccccc3)cc2)cc1	-1	.	6	.	2	.	.	.	-3.0%	3%	-5
Cc1ccc(C2(C)NC(=O)N(CC(=O)N3CCN(S(=O)(=O)c4ccc(Cl)s4)CC3)C2=O)cc1 (stereo not given)	-4	.	-5	.	-12	.	.	.	-0.5%	-6%	-7
O=C(COC(=O)c1ccc2ccccc2c1O)NCc1ccccc1	?	.	-1	.	-18	.	.	.	4.3%	0%	5
CCN1CCN(C(=O)CSc2nc(N)cc(N)n2)CC1	0	4	12	2%	-10	1%	-5%	-2%	-0.2%	-1%	.
Cc1ccccc1NC(=O)CN1C(=O)NC(C)(CCc2ccccc2)C1=O (stereo not given)	1	1	6	-12%	-6	4%	5%	0%	-0.2%	-4%	-2
COc1cc(/C=N/Nc2nc(-c3ccc(S(=O)(=O)N(C)C)cc3)cs2)ccc1O	-2	0	-21	8%	-7	4%	2%	.	-0.7%	-2%	5
CCOC(=O)c1c(NC(=O)CN2CCCc3ccccc32)sc(C)c1C	1	0	1	5%	-22	-1%	9%	-20%	0.4%	2%	-6
CCc1nnc(SCC(=O)Nc2nnc(C)s2)n1CC1CCCO1 (stereo not given)	-1	1	-6	1%	-5	-6%	8%	8%	0.0%	0%	-5
CSc1ccccc1NC(=O)CCc1ccccc1	7	2	4	2%	6	1%	-4%	7%	-0.8%	3%	-10
Cc1cc(NC(=S)N(Cc2ccc(Cl)cc2)Cc2ccc(C(=O)O)cc2)ccc1Cl	2	2	-20	3%	13	0%	-3%	?	-0.2%	0%	-4
COc1ccc(/C=N/NC2=NCCCCC2)cc1	-5	1	-3	0%	-7	2%	-5%	1%	-0.3%	2%	3
COCCN1C(=O)/C(=C/c2ccc(N3CCCC3)cc2)SC1=S	17	1	-6	-1%	?	-2%	?	?	0.1%	?	-40
COCCn1c(=S)[nH]c2ccccc21	0	0	16	-4%	-5	0%	-1%	13%	0.0%	-7%	0
COc1ccc(OC)c(C2=NS(=O)(=O)N(C)C(C(=O)NCc3ccco3)=C2)c1	0	-2	7	1%[0.46 µM]	-6	-2%	-4%	8%	-0.1%	0%	-4
Cn1c(=O)n(Cc2ccccc2)c(=O)c2c1nc1n2CCN1Cc1ccco1	11	1	27	23%	-8	0%	-3%	-1%	0.3%	0%	-33

Reprinted from the part before: 2 compounds, followed by the next part.
SMILES	TRPV1 ag	Coupling enz	Giardia killer	PKM2 act	KCNH2 3.1 block	GALK inhibitor	MLL CXXC-DNA inh	Menin MLL FP TR	B2AR arrestin	USP2a block	KCNH2 WT inh
COc1ccc(OC)c(C2=NS(=O)(=O)N(C)C(C(=O)NCc3ccco3)=C2)c1	0	-2	7	1%[0.46 µM]	-6	-2%	-4%	8%	-0.1%	0%	-4
Cn1c(=O)n(Cc2ccccc2)c(=O)c2c1nc1n2CCN1Cc1ccco1	11	1	27	23%	-8	0%	-3%	-1%	0.3%	0%	-33
CC/C(=N\NC(=O)CCC(=O)NCc1ccccc1)c1ccc(O)cc1	0	1	10	0%	12	-4%	0%	8%	-0.1%	-1%	0
CCOC(=O)c1cc(-c2ccc(F)cc2)n(CC(=O)NC(C)CC)c1C (stereo not given)	7	3	10	1%	0	7%	-5%	-4%	0.1%	8%	5
CC(=O)N1CCc2cc(S(=O)(=O)NC(Cc3ccccc3)C(=O)NC3CCCCCC3)ccc21 (stereo not given)	-1	1	4	3%	5	1%	3%	2%	0.0%	-1%	-10
C/C(=C\c1ccccc1)C(=O)NCCc1ccccc1	?	0	6	0%	-7	-2%	1%	-1%	0.2%	1%	-5
Cc1c(C(C)(C)C)sc(=NC(=O)c2ccccc2O)n1C	24	-2	-4	.	-4	3%	0%	6%	0.1%	0%	16
CCOc1ccc(-c2csc(NNC3=NCCCCC3)n2)cc1	-6	-1	7	-5%	-16	11%	9%	-16%	4.8%	1%	4
CCCN(CCC)CCCOC(=O)c1ccc(Cl)cc1Cl	-2	1	-20	-3%	.	0%	?	-10%	-1.6%	0%	-1
